DAGLB inh – blocks human DAGLB lipase activity. inhibition, % at 5.17 µM. hit rate 0.059% among 340,000. HEK293T DAGLB membrane lysate, EnzChek fluorogenic substrate. Q8NCG7; in the data active = inhibition above about 34%;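 also: 0% = enzyme with vehicle and 100% = wells lacking enzyme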
RTF Ca sens act – increases calcium sensitivity of human cardiac regulated thin filaments | P19429+P45379 | IANBD-labeled TnC RTF fluorescence at EC20 calcium; 0% EC20 calcium, 100% full calcium | activation, % at 7.2 µM | hit rate 0.24% among 340,000;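 active = activation above the mean over all tested compounds plus 3 SD, cut at about 30% in these data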;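 also: rise in fluorescence read as greater calcium sensitivity of cardiac thin filaments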
CAL PDZ FP-1 – blocks peptide binding to the human CAL PDZ domain; hit rate 0.92% among 300,000; inhibition, % at 24.9 µM; purified CAL PDZ, TMR-peptide fluorescence polarization, 1 h; AID 602252;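 active = mean inhibition of at least 30% with at least half of replicates also reaching 30%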;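 also: 0% = DMSO neutral control and 100% = excess unlabeled competitor peptide PRC23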
Rtt109 HAT inh – blocks Candida albicans Rtt109/Vps75 acetyltransferase activity; Q5AAJ8; purified Rtt109/Vps75, ThioGlo CoA-SH fluorescence, 4 h; inhibition, % at 34.9 µM; hit rate 0.16% among 330,000; AID 540336;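 active = inhibition of at least 50% in every replicate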
Cardiac RTF inh – cardiac RTF calcium desensitization; P19429+P45379; IANBD-labeled cardiac RTF, Ca2+ fluorescence; inhibition, % at 7.15 µM; hit rate 0.12% among 340,000; AID 493244;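 active = inhibition above the mean inhibition of all tested compounds plus 3 SD, cut at about 17% in these data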;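 also: assay run at fixed EC70 calcium of 1.6 mM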
CAL PDZ FP-2 – blocks peptide binding to human CAL PDZ domain; purified CAL PDZ, TMR-peptide fluorescence polarization, 1 h; inhibition, % at 20 µM; hit rate 0.02% among 330,000; AID 504414;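 active = highest replicate inhibition of at least 40%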;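 also: plate controls were DMSO neutral control wells for no effect and unlabeled competitor peptide control wells for full effect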
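Material: tagged CAL PDZ domain; buffer or medium: 25 mM sodium phosphate pH 7.4, 150 mM NaCl, TCEP, IgG, Thesit; compound dosing: single point, 20 µM; schedule: 1 h incubation at room temperature before polarization reading; measured by: FP readout, S and P plane fluorescence; read-out basis: percent inhibition from loss of millipolarization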
Keap1-Nrf2 PPI – disrupts human Keap1 binding to Nrf2 peptide; Q14145; Keap1 Kelch-Nrf2 peptide fluorescence polarization, 1536-well; inhibition, % at 9.4 µM; hit rate 0.15% among 340,000; AID 504523; in the data active = inhibition above about 12%;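 also: human Keap1 Kelch domain with fluorescein labeled Nrf2 9mer peptide probe; 0% = neutral control wells and 100% = peptide positive control; higher means more block of Keap1 binding to Nrf2 peptide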
Target sequence (Q14145 whole entry, looked up, the tested form may be a part): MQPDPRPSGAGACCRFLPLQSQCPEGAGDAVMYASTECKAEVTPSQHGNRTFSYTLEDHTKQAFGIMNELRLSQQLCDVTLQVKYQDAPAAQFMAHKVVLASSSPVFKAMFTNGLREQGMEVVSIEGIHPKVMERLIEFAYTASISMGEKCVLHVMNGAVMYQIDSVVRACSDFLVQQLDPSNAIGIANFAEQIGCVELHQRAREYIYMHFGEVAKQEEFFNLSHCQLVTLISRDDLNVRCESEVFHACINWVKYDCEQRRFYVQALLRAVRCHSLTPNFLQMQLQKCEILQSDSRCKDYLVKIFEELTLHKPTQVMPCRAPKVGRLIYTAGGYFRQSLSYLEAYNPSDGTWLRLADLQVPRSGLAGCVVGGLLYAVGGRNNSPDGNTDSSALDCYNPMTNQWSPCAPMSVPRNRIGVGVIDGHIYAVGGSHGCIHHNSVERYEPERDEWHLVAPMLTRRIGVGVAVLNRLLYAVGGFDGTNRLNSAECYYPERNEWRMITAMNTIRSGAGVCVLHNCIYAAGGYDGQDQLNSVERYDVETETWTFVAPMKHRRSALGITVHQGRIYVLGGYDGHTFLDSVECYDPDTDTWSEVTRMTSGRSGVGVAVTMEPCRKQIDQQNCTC
C-LANA FP – blocks KSHV LANA C-terminal domain binding to DNA; MBP-C-LANA/FAM-LBS DNA binding, fluorescence polarization; inhibition, % at 9 µM; hit rate 0.078% among 340,000;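 active = highest replicate inhibition at or above 60% at 9 µM, even if other replicates fall short; inactive = all replicates below 60% inhibition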;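 also: 0% = neutral control wells and 100% = 4 µM acridine orange control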
PKA-R2B activ – PKA-R2B complex activation; P22694+P31323; AID 504700; PKA-R2B holoenzyme dissociation, Cy5-IP20 fluorescence polarization; R2B truncated from residue 108, S112A mutant; 0% DMSO only, 100% 113 µM cGMP; hit rate 0.079% among 340,000; activation, % at 11.4 µM;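 active = activation above a cutoff set at the mean over all compounds plus 3 SD, cut at about 18% in these data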;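 also: higher means more holoenzyme dissociation and a rise in polarization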
Target sequence (P31323 whole entry, looked up, other chains not shown, the tested form may be a part): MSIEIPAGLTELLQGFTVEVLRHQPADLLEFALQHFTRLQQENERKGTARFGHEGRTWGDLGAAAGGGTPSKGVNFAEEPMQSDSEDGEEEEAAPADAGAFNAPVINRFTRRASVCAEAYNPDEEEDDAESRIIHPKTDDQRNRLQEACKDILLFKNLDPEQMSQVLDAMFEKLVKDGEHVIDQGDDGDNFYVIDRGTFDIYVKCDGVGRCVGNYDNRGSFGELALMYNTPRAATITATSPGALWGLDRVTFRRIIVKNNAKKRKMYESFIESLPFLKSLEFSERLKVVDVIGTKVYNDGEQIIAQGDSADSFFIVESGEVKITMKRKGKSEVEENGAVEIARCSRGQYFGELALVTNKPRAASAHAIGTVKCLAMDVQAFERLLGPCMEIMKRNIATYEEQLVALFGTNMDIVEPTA
SR-BI uptake up – enhances SR-BI lipid uptake from DiI-HDL; CHO ldlA[mSR-BI] cells, DiI-HDL uptake fluorescence, 3 h; 100 = double the neutral-control signal; activation, % at 12.5 µM; hit rate 0.096% among 320,000;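 active = mean replicate activation of at least 60% and every replicate at or above 60%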;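 also: 0% = median plate neutral-control signal and 100% = twice that signal; values of inactives mirror those of a sister screen read the other way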
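Material: SR-BI-overexpressing, LDLR-lacking CHO cells; schedule: compound exposure 3 h, 37 °C; reagent: DiI-labelled HDL at 10 µg/mL final; technique: bottom-read fluorescence, 550/595 nm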
Numbers without * were called inactive; · = not tested or not shown.

SMILES	DAGLB inh	RTF Ca sens act	CAL PDZ FP-1	Rtt109 HAT inh	Cardiac RTF inh	CAL PDZ FP-2	Keap1-Nrf2 PPI	C-LANA FP	PKA-R2B activ	SR-BI uptake up
CCOC(=O)Cn1nc(C)c(NC(=O)COc2cccc(Cl)c2)c1C	-1	-4	-3	-3	-10	-1.8	1	-2.0	2	-12
CC1(C)NC(=O)N(CC(=O)NNC(=O)c2ccccc2F)C1=O	-2	0	15	3	-14	0.1	3	1.8	7	13
O=C(NC1CCCC1)c1nc2c(nnn2Cc2cccc(Cl)c2)c(=O)[nH]1	3	-1	·	6	-2	-1.0	-2	0.4	1	-5
O=C(c1cccs1)c1coc2ccc(O)c(CN3CCOCC3)c12	-1	1	3	2	1	-1.5	2	-0.5	-5	-14
O=S(=O)(c1ccc(Oc2ccc(F)c(Cl)c2)nc1)N1CCOCC1	-3	-2	7	-2	5	-0.8	1	-1.0	-3	5
COc1cccc(CNC(=O)CSc2nc3ccc(C)cc3[nH]2)c1	-3	-9	-1	5	-2	-1.8	-1	-0.3	6	13
COc1ccc(/C(C)=N/NC(=O)c2nnn(-c3nonc3N)c2CN(C)c2ccccc2)cc1	1	-5	-1	-14	-5	-2.2	-4	0.6	-3	13
NC(=O)c1ccc(NC(=O)c2cc(S(=O)(=O)N3CCCCC3)ccc2N2CCOCC2)cc1	-3	2	5	6	-6	0.1	1	-1.4	5	-6
CC1=NCCN1S(=O)(=O)c1cccc([N+](=O)[O-])c1	0	0	-4	-44	1	0.0	1	1.5	-11	12
CCOc1ccccc1NC(=O)Cn1nnc(C(=O)NCCc2ccc(OC)c(OC)c2)c1N	0	-3	-2	7	-34	-1.0	-5	1.2	7	-73
CC(C)(C)OC(=O)N1Cc2ccccc2C[C@H]1C(=O)NCC(=O)NCC1CCCO1 (some centres undefined)	-6	3	-1	-1	-2	-1.4	-5	0.3	8	17
CC(C)Cc1cc(C(=O)Nc2cc(Cl)ccc2Cl)no1	-1	10	-1	-12	1	0.5	0	-0.3	-5	6
CC(C)(CNC(=O)/C=C/c1ccc(F)cc1)CNC(=O)/C=C/c1ccc(F)cc1	-1	3	·	7	10	-1.2	0	-1.6	1	-53
CCCCn1c(NC(=O)c2ccco2)c(S(=O)(=O)c2ccc(C)cc2)c2nc3ccccc3nc21	5	13	0	17	-10	0.8	1	6.7	9	-1
CCOc1ccc2nc(N3C(=O)CNC3=S)sc2c1	3	-2	-3	-10	0	-2.0	2	-1.3	2	6
CC(=O)c1cccc(NC(=O)C2CCCN(S(=O)(=O)c3ccc(F)cc3)C2)c1 (centres undefined)	1	6	-3	7	-9	-0.6	2	0.0	-4	-12
Cc1[nH]ccc2c1[nH]c1cc(=O)ccc12	3	-5	0	-98	-7	0.5	4	-3.0	0	0
CCOC(=O)c1c(C)[nH]c(C)c1S(=O)(=O)NCC1CCN(Cc2ccccc2F)CC1	-3	-6	-1	12	0	-1.5	-3	-0.3	-11	19
O=C(Nc1cccc(C(=O)N2CCN(Cc3ccccc3)CC2)c1)c1ccccc1	-2	-3	-3	2	-6	-2.9	4	0.1	-3	-47
O=C(CCNS(=O)(=O)c1cccc2nsnc12)NCc1cccs1	-2	2	4	-4	-9	0.7	-1	1.2	1	24
Cc1cccc(C(CC(=O)O)n2cccc2)c1 (centres undefined)	-2	13	-3	-10	-8	-2.8	-5	-1.1	-11	6
CCN(C(=O)CN1C(=O)NC(c2ccccc2)(c2ccccc2)C1=O)c1ccccc1	0	0	-4	1	-11	-1.7	2	-2.0	3	·
Cc1cc(NCCCOC(C)C)n2c(nc3ccccc32)c1C#N	-1	-4	-2	-14	1	0.7	-3	-1.9	-9	-7
Cc1ccc(Nc2c(O)nc[nH]c2=O)cc1	3	1	-5	-4	-7	-0.3	4	1.0	2	-6
Cc1cc(C)c2c(=O)[nH]c(SCC(=O)Nc3ccc(Br)cc3)nc2n1	4	0	-4	-3	3	-2.0	-2	0.2	4	·
Cc1ccsc1C(=O)NCC(=O)OCc1ccccc1	-2	-6	-5	5	-4	-0.5	2	-1.3	8	6
Cc1ccc(NC(=O)CNc2ccc(N3CCOCC3)cc2)cc1S(=O)(=O)N(C)C	1	3	·	12	2	0.3	-3	1.0	2	-5
Cn1nnnc1Sc1ncnc2scc(-c3cccc4ccccc34)c12	1	0	2	-4	2	-0.8	-5	0.7	0	12
CC(=O)C(C)n1c(CN(C)Cc2ccccc2)nc2c1c(=O)n(C)c(=O)n2C (centres undefined)	-1	1	-5	-3	-2	·	-6	1.4	-3	12
CCn1c(Cc2c(C)[nH]c3ccccc23)nnc1SCC(=O)NCc1ccco1	0	1	-8	4	-5	-0.7	-4	-0.7	-2	10
CCOC(=O)Cc1csc(NS(=O)(=O)c2ccc3c4c(cccc24)C(=O)N3CC)n1	6	14	-1	2	8	-1.2	-6	1.1	-4	·
CC1CCN(C(=S)Nc2ccc3nc4n(c(=O)c3c2)CCCCC4)CC1	-1	8	-3	-1	-34	-0.8	-5	0.7	-14	12
CCCCn1c(Cc2ccccc2)nnc1SCC(=O)N1CCOCC1	-1	3	1	-8	0	-2.0	-5	1.6	-2	-1
COc1cc(OC)cc(-c2c(C#Cc3ccsc3)c3cc(-c4ccccc4OC)ccc3n2C)c1	-10	3	-8	2	-2	-1.4	-3	-2.8	-6	-35
O=[N+]([O-])c1cccc(C2=NCCS2)c1	0	4	1	-5	-7	-0.2	2	-0.8	-1	7
CC(C)=CCOc1c2ccoc2c(OCC=C(C)C)c2oc(=O)ccc12	-25	0	-2	1	-2	-1.0	0	0.1	0	-12
CC12CC3(C)CC(C)(C1)CC(C(=O)NC1=NCCS1)(C2)C3	-3	-4	0	-19	-10	-2.6	-2	-0.3	-5	1
COC(=O)c1c(NC(=O)CCl)sc(C(=O)N2CCOCC2)c1C	-3	10	-4	-2	7	-0.2	3	1.7	-2	10
COc1ccc(Cl)cc1NC(=O)/C=C/C(=O)O	-7	8	-2	13	-13	0.3	-2	1.4	-4	33
O=c1[nH]c2cc3c(cc2cc1CN(CCO)S(=O)(=O)c1ccccc1Cl)OCCO3	4	9	-7	2	9	-0.4	-3	1.8	6	11
CCC(C(=O)c1ccc2ncccc2c1)c1ccccc1 (centres undefined)	-2	3	0	-7	6	-2.8	-2	-2.1	-4	14
CN(CC(=O)Nc1ccccc1Cl)C(=O)c1cccc(S(=O)(=O)N2CCN(c3ccccc3)CC2)c1	1	-3	0	14	-9	-1.7	-2	-0.4	-11	-39
CN(C)c1ccc2c(O)cc(=O)n(C)c2c1	1	0	-6	7	-4	·	6	0.9	-1	9
CCOc1ccc(N2C(=O)CSC2c2ccncc2)cc1 (centres undefined)	-3	-4	8	63*	-5	·	-3	-0.1	3	10
CC(=O)OCC(=O)Nc1ccc(N=Nc2ccccc2)cc1	17	1	-3	-9	9	0.2	-1	2.3	-6	-19
Cc1ccc(OCC(=O)Nc2ccc(N3CCN(S(C)(=O)=O)CC3)cc2)c(C)c1	1	5	1	-14	-8	-1.2	1	-1.1	-4	·
Cc1ccc(C)c(SCC(=O)NC(=O)NC2CCCC2)c1	0	3	-1	7	0	-0.9	-6	2.2	-10	6
CC(C)(C)OC(=O)NCCCC[C@H](NC(=O)c1nc[nH]c1C(=O)NCc1ccccc1)C(=O)OC(C)(C)C	-3	-7	-6	3	4	-0.3	-8	1.3	-3	3
Cc1cc(C)cc(OCC(=O)Nc2cc(NC(=O)COc3cc(C)cc(C)c3)cc(C(=O)O)c2)c1	3	-3	-2	5	-3	·	-2	2.5	0	-5
O=C(NC1CCN(S(=O)(=O)c2ccccc2)CC1)c1ccccc1	-1	2	-5	4	6	-0.3	1	3.6	-2	1
Cc1cc(C(=O)OCC(=O)NCc2ccccc2)c2ccccc2n1	0	-2	-3	3	-1	-0.3	-2	1.4	-1	23
CC(=O)Nc1sc2c(c1C(c1ccccc1Cl)N1CCN(CCO)CC1)CCCC2 (centres undefined)	-7	-5	-2	1	-5	-0.8	-3	2.5	-1	16
CCN1C(=O)CC(C(=O)NC)SC1=Nc1cc(Cl)c(O)c(Cl)c1 (centres undefined)	-2	-3	0	30	-10	-1.2	3	0.2	-7	7
N#CCCS(=O)(=O)c1ccc(N)cc1	-1	-1	2	-2	-5	0.1	-6	-1.5	-5	23
O=[N+]([O-])c1ccc(NN=Cc2cccc3ccccc23)cc1	0	11	-3	-5	-13	0.8	0	0.6	0	-30
O=C(/C=C/c1ccco1)NC(=S)Nc1cccc(C(=O)O)c1	-2	-1	-3	1	-7	-1.4	-5	17	2	1
COc1ccc(/C=C/C(=O)OCc2cccc([N+](=O)[O-])c2)cc1	-6	-15	2	-2	2	-3.6	-1	1.2	-3	13
COc1cc2c(cc1OC)-c1cc(OCc3ccccc3Cl)nc(=O)n1CC2	0	0	·	-1	-1	-1.4	-3	-1.8	-7	-73
CC(=O)c1cccc(NC(=O)c2c(C)nn(-c3ccccc3)c2Cl)c1	-2	5	-4	1	-3	-3.2	6	0.7	3	-61
Cc1ccc(OCC(=O)NNc2c3ccccc3nc3ccccc23)cc1	6	-6	-2	8	-1	2.0	-3	1.4	-1	28
New compounds follow:
SMILES	DAGLB inh	RTF Ca sens act	CAL PDZ FP-1	Rtt109 HAT inh	Cardiac RTF inh	CAL PDZ FP-2	Keap1-Nrf2 PPI	C-LANA FP	PKA-R2B activ	SR-BI uptake up
Fc1ccc(Br)cc1SCCc1ccncc1	-3	-2	0	6	-1	-1.5	1	0.6	-5	-2
Cc1ccc(Cn2nnc3c(=O)n(CC(=O)NCc4ccccc4)cnc32)cc1	2	3	-2	0	-6	-3.0	-4	-0.3	-16	12
CCCOC(=O)CSC1=C(C#N)C(c2ccccc2Cl)CC(=O)N1 (centres undefined)	1	-4	·	12	-6	-0.5	-1	-0.2	6	41
Oc1ccc(C2C(c3ccccc3)=NN=C(c3ccc(Cl)cc3)N2O)c(O)c1 (centres undefined)	-2	-3	13	-1	-4	-1.4	-6	1.0	-1	-47
CC(=O)c1csc(COc2ccccc2)n1	-1	0	-3	3	0	-1.6	1	1.0	3	4

A draw from above in order of number of heavy atoms, largest number first.
SMILES	DAGLB inh	RTF Ca sens act	CAL PDZ FP-1	Rtt109 HAT inh	Cardiac RTF inh	CAL PDZ FP-2	Keap1-Nrf2 PPI	C-LANA FP	PKA-R2B activ	SR-BI uptake up
CC(=O)C(C)n1c(CN(C)Cc2ccccc2)nc2c1c(=O)n(C)c(=O)n2C (centres undefined)	-1	1	-5	-3	-2	·	-6	1.4	-3	12
O=C(NC1CCN(S(=O)(=O)c2ccccc2)CC1)c1ccccc1	-1	2	-5	4	6	-0.3	1	3.6	-2	1
COc1ccc(/C=C/C(=O)OCc2cccc([N+](=O)[O-])c2)cc1	-6	-15	2	-2	2	-3.6	-1	1.2	-3	13
